# Screening data (PubChem)
# MgcRacGAP inhibition – MgcRacGAP GTPase-activating activity inhibitors, confirmation, biochemical, ADP Hunter fluorescence; 0.6% of 340,000 active; inhibition, % at 30 µM, or IC50 in µM where a hit was titrated; AID 624330; MgcRacGAP-stimulated Rac1 GTP hydrolysis, ADP Hunter fluorescence; higher % means a stronger effect; GST-tagged Rac1 F28L mutant substrate;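 active = first-screen hits whose inhibition reached a set limit at any dose in the follow-up dose series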;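 also: fluorescence reports GDP produced by GAP-driven GTP hydrolysis; strong numbers were not always called active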
# NTR1 ag – agonists of NTR1, primary screen, imaging, U2OS cells, beta-arrestin-GFP, high content (AID 493036). P30989. 0.17% of 330,000 active. NTR1-U2OS beta-arrestin-GFP spot imaging, agonist mode. activation, % at 20 µM;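 active = activation at or above 40% of the spot to cytoplasm intensity ratio, with at least 20 cells analyzed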;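 also: 0% = DMSO without peptide and 100% = 100 nM NTR1 peptide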
# Target sequence (P30989 whole entry, looked up): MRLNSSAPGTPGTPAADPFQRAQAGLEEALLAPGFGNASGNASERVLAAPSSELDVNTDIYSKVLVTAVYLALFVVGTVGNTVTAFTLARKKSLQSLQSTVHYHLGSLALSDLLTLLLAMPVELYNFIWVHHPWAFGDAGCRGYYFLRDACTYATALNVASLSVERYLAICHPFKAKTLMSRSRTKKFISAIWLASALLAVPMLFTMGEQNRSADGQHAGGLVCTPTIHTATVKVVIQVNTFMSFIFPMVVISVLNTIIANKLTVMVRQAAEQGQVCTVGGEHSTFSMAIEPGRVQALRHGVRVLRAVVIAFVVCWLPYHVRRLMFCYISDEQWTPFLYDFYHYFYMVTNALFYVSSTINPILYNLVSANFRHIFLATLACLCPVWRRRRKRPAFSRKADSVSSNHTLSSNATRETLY
# UTI89 phage lysis – protection from phage-mediated lysis, alamar blue read-out – E. coli UTI89, K1F phage, bacterial capsule biogenesis inhibitors (AID 488966). E. coli UTI89 K1F phage lysis, alamar blue, 2 h; higher % means a stronger effect. inhibition, % at 100 µM, or IC50 in µM where a hit was titrated. 0.02% of 340,000 active;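 active = phage lysis inhibition, versus mean bacterial control, above a set limit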;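 also: capsule biogenesis inhibitors block K1F phage lysis so surviving cells raise fluorescence; higher fluorescence means more inhibition of phage lysis; actives were called in the ten point dose series up to 300 µM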
# NTR1 ag cell count 20 µM – second read-out of NTR1 ag, no call of its own (marks repeat the call); cell count; measured here: cell count, cytotoxicity flag
# Starred values were filed as active, the others as inactive; i = inactive; [ ] = another dose, or the depositor's remark. An excerpt; the hit share may differ from the screen's.
# Start of the listing, in advance:
entry	canonical_smiles	MgcRacGAP inhibition	NTR1 ag	NTR1 ag cell count 20 µM	UTI89 phage lysis
1	CCC(CC)c1nnc(NC(=O)c2cc([N+](=O)[O-])ccc2N2CCOCC2)s1	1%	3.1	51	0.8%[50 µM]
2	CC1CCC2(CC1)NC(=O)N(CC(=O)Nc1cccc(S(=O)(=O)N3CCCCC3)c1)C2=O (stereo not given)	7%	3.9	45	2.2%

# The listing (from the top)
entry	canonical_smiles	MgcRacGAP inhibition	NTR1 ag	NTR1 ag cell count 20 µM	UTI89 phage lysis
1	CCC(CC)c1nnc(NC(=O)c2cc([N+](=O)[O-])ccc2N2CCOCC2)s1	1%	3.1	51	0.8%[50 µM]
2	CC1CCC2(CC1)NC(=O)N(CC(=O)Nc1cccc(S(=O)(=O)N3CCCCC3)c1)C2=O (stereo not given)	7%	3.9	45	2.2%
3	COc1cccc(NC(=O)CSc2nnc(CNC(=O)c3ccco3)n2C)c1	4%	-0.7	51	0.9%[50 µM]
4	CCOC(=O)CN(C(=O)COC(=O)C1(c2ccccc2)CC1)c1ccc(F)cc1	-5%	-1.1	52	0.1%[50 µM]
5	COc1cccc(/C=C/C(=O)OCC(=O)NCCC2=CCCCC2)c1OC	1%	8.0	51	0.6%[50 µM]
6	CCCOc1ccc(NC(=O)CC2C(=O)OCC3CCCCN32)cc1 (stereo not given)	1%	-1.6	48	1.1%[50 µM]
7	CCc1cc(=O)[nH]c(SCC(=O)N2CCOCC2)n1	1%	1.0	51	0.2%[50 µM]
8	CCOc1ccc(C(=O)NCC(=O)NCC(c2ccc(OC)cc2)N2CCCC2)cc1 (stereo not given)	-3%	1.9	57	0.8%[50 µM]
9	CCNS(=O)(=O)c1ccc(C(=O)OCC(=O)N2CCCc3ccccc32)cc1	-1%	-0.1	48	0.1%[50 µM]
10	COc1cc(/C=C/C(=O)Nc2cccc(S(=O)(=O)NC3=NCCCCC3)c2)ccc1OCC#N	6%	2.3	61	0.2%[50 µM]
11	CC1CCN(S(=O)(=O)c2ccc(NC(=O)Cc3ccc(S(=O)(=O)N4CCOCC4)s3)cc2)CC1	10%	2.9	38	-0.9%
12	CC(=O)Nc1cccc(O)c1	1%	0.2	49	-0.2%
13	CCOC(=O)C[C@H]1c2ccc(C(F)(F)F)cc2S(=O)(=O)N1c1cccc(OC)c1	9%	5.5	88	1.0%
14	CCOC(=O)c1[nH]c2ccccc2c1NC(=O)c1cc(OC)c(OC)c(OC)c1	1%	0.5	50	0.1%
15	Cc1cccc(C)c1NC(=O)CN(C)C(=O)c1ccccc1Cc1ccccc1	3%	1.5	57	-0.2%[50 µM]
16	O=C(CNC(=O)C1COc2ccccc2O1)Nc1ccc(F)c(F)c1 (stereo not given)	-4%	0.1	50	-0.4%
17	COc1ccccc1OCCNC(=O)Cc1ccc(S(=O)(=O)N2CCOCC2)s1	1%	-0.4	52	0.7%[50 µM]
18	Cc1cccc(OCCC(=O)OCc2csc(CC(=O)Nc3ccccc3C)n2)c1	4%	-0.7	63	0.0%[50 µM]
19	CCCn1nnc(NC(=S)NC(=O)c2ccccc2OC)n1	9%	3.0	46	0.7%[50 µM]
20	NCCCCCNC(=O)c1[nH]cnc1C(=O)N[C@@H](Cc1ccccc1)C(=O)OCc1ccccc1	5%	-1.0	67	0.8%
21	Cc1cc(C(=O)NNC(=O)c2ccc(Cl)c(S(N)(=O)=O)c2)c(C)o1	3%	1.6	65	4.4%
22	COc1ccc(OC)c(N2C(=O)CC(NNC(=O)c3ccc4c(c3)OCO4)C2=O)c1 (stereo not given)	2%	-0.4	60	-4.4%
23	O=C(NCCNC(=O)c1ccccc1[N+](=O)[O-])c1ccccc1[N+](=O)[O-]	9%	-0.3	44	-1.9%
24	Cc1ccc(S(=O)(=O)N2C[C@@H]3[C@H]4CC[C@H](C4)[C@@H]3[C@@H](C)[C@@H]2c2ccn(Cc3ccccc3)c2)cc1	9%	3.7	61	0.2%
25	O=c1c2ccccc2ccc2ccccc12	6%	-0.2	63	0.8%[50 µM]
26	O=C(CNC(=O)C12CC3CC(CC(C3)C1)C2)NCc1ccccc1	3%	0.9	48	0.2%[50 µM]
27	COCCCNC(=O)C(=O)Nc1ccc2c(c1)N(S(=O)(=O)c1cccs1)CCC2	2%	3.8	67	0.0%[50 µM]
28	O=C(CNS(=O)(=O)c1ccc(Cl)cc1)N1CCN(c2ccc(F)cc2)CC1	3%	-1.5	41	0.5%[50 µM]
29	COc1ccc(COCC(O)CN2CCN(S(=O)(=O)c3ccc(C(C)C)cc3)CC2)cc1 (stereo not given)	14%	-1.5	35	0.1%[50 µM]
30	O=C(NCCCn1ccnc1)c1cccc(S(=O)(=O)Nc2ccc(F)cc2)c1	3%	0.2	54	1.1%[50 µM]
31	O=C(NCc1ccc(F)cc1)C1CC(=O)N(C2CCCC2)C1 (stereo not given)	2%	0.2	54	1.1%[50 µM]
32	Cc1ccc(S(=O)(=O)NCCC(=O)NCC(c2ccc(F)cc2)N2CCOCC2)cc1 (stereo not given)	-2%	-0.4	88	0.4%[50 µM]
33	COC(=O)C[C@H]1c2cc(C(F)(F)F)ccc2S(=O)(=O)N1C(C)(C)C	7%	0.2	85	1.1%
34	CC(CCc1ccccc1)NC(=O)COC(=O)c1cccnc1Cl (stereo not given)	-2%	0.2	49	1.7%
35	O=C(Nc1ccc2c(c1)N(S(=O)(=O)c1cccs1)CCC2)c1c(F)cccc1Cl	6%	-1.0	67	1.0%[50 µM]
36	CCSc1ccc([C@@H]2[C@@H]3C(=O)N(CC)C(=O)[C@@H]3[C@]3(C(=O)OC)CCCCN23)cc1	4%	2.3	90	-0.4%
37	CC(C)[C@H](NC(=O)c1ccccc1)C(=O)OCC(=O)NCC1CCCO1 (stereo not given in full)	7%	0.4	53	0.5%[50 µM]
38	COc1ccc(NS(=O)(=O)c2cc(N)ccc2N2CCCCC2)cc1	9%	0.8	57	-0.1%[50 µM]
39	O=C(c1ccc(F)cc1)N1CCC(C(=O)N(Cc2ccccc2)c2ccccc2)CC1	1%	-0.2	59	-0.1%[50 µM]
40	COc1cccc(CNC(=O)CCC(=O)N2CCOCC2)c1	2%	-0.7	49	0.5%[50 µM]
41	CC1CCC(NC(=O)CSc2ccc(S(=O)(=O)N(C)C)cn2)CC1 (stereo not given)	7%	-0.4	44	0.3%[50 µM]
42	COc1cc(OC)cc(-c2c(C#Cc3ccsc3)c3cc(-c4cccc5[nH]cc(C=O)c45)ccc3n2C)c1	7%	0.6	67	0.1%
43	Cc1ccc(Cl)c(Cn2cnc3c(cnn3C(C)(C)C)c2=O)c1F	15%	3.2	74	0.4%
44	CS(=O)(=O)c1ccc(NC(=O)C2CC(=O)N(c3ccc4c(c3)OCCO4)C2)cc1 (stereo not given)	9%	1.2	56	1.0%[50 µM]
45	CC(C)=C[C@@H]1C[C@H](C)[C@H]2CC[C@H](C)c3c(O)c(O)c(C)c1c32	-5%	1.4	59	-0.9%
46	CCOc1cc(C(=O)N(CC)CC(=O)Nc2ccc3c(c2)OCCO3)ccc1OC	-5%	0.2	56	0.9%[50 µM]
47	O=C(Cc1ccsc1)NNC(=O)c1ccccc1O	1%	0.1	61	1.4%[50 µM]
48	C=CCC[C@H](Cc1ccc(F)cc1)C(=O)OC[C@H]1CCCN1C(=O)[C@@H](CC=C)CC(=O)NCCO	-9%	1.8	43	-0.1%
49	C#CCOCCOCCOCCNc1nc(N2CCN(C(=O)CCCCCCCCCCNC(=O)Cn3cc(C[C@@H](C)O)nn3)CC2)nc(N2CCN(C(=O)CCCCCCCCCCNC(=O)[C@H](CCCCN)n3cc(C[C@@H](C)CC)nn3)CC2)n1	11%	9.4	71	-1.3%
50	COc1ccc(CN(C)C(=O)C(Cc2ccccc2)NC(=O)c2ccccc2)cc1F (stereo not given)	6%	0.8	57	-0.9%[50 µM]
51	C#CCC(NC(=O)c1ccc(C#N)cc1)C(=O)NCCC (stereo not given)	4%	0.5	58	-0.1%
52	Cc1ccc(NC(=O)CSCC(=O)N(C)Cc2ccc(Cl)c(Cl)c2)cc1	0%	1.2	55	0.4%[50 µM]
53	CCCC(=O)Nc1ccc(C(=O)COC(=O)C2=COCCO2)cc1	11%	-1.1	69	0.8%[50 µM]
54	O=C(CNC(=O)c1ccco1)NNC(=O)c1n[nH]c(=O)c2ccccc12	2%	2.0	58	-2.9%
55	Cc1cc(C(=O)OCC(=O)Nc2cccc(S(N)(=O)=O)c2)c(C)o1	0%	-2.5	55	0.5%[50 µM]
56	CN1CCC[C@@H]1CCNC(=O)c1c(-c2ccc3c(c2)OCO3)noc1-c1ccsc1	-10%	-1.6	57	0.1%
57	CCc1ccc(NC(=O)CSc2nc(=O)n(CCCN3CCOCC3)c3c2CCCC3)cc1	1%	0.0	59	0.8%[50 µM]
58	CCN(C[C@H]1N[C@@](CC)(C(=O)OC)[C@H]2C(=O)N(C)C(=O)[C@@H]12)C(=O)Nc1ccc(Cl)cc1	-6%	-2.4	47	-0.1%
59	CCc1ccc(NC(=O)C(C)OC(=O)c2ccc(-n3cnnn3)cc2)cc1 (stereo not given)	3%	0.1	48	1.2%[50 µM]
60	CN(C)c1ccccc1-c1csc(N2CCC(C(N)=O)CC2)n1	14%	-0.7	63	0.1%

# (continued)
entry	canonical_smiles	MgcRacGAP inhibition	NTR1 ag	NTR1 ag cell count 20 µM	UTI89 phage lysis
61	C[C@H](CO)N1C[C@H](C)[C@@H](CN(C)Cc2ccc(Cl)c(Cl)c2)Oc2c(NS(=O)(=O)c3ccc(F)cc3)cccc2C1=O	7%	3.7	69	1.9%
62	CCOc1ccc(S(=O)(=O)Nc2ccc(C(=O)NCC(c3ccco3)N3CCCCC3)cc2)cc1 (stereo not given)	4%	4.8	39	1.7%[50 µM]
63	CC(=O)N1CCN(C(=O)COC(=O)/C=C/c2ccccc2[N+](=O)[O-])CC1	-16%	3.1	67	i
64	O=C(NCc1ccccn1)c1c(-c2ccccc2)sc2ccccc12	10%	1.3	46	0.6%
65	CN(c1ccccc1)S(=O)(=O)c1cccc(C(=O)NCC(=O)Nc2ccc(F)c(F)c2F)c1	3%	-0.4	60	0.3%[50 µM]
66	N#Cc1ccc(C(=O)NC(=S)N2CCOCC2)cc1	6%	0.4	63	-0.1%
67	Cc1ccc([N+](=O)[O-])cc1S(=O)(=O)Nc1ccc(-c2ccc(N3CCCC3)nn2)cc1	5%	2.7	47	1.3%[50 µM]
68	COc1ccccc1/C=C/C(=O)Nc1cccc(S(=O)(=O)N2CCOCC2)c1	4%	1.0	52	0.1%[50 µM]
69	CCN(c1ccccc1)S(=O)(=O)c1ccc(Cl)c(NC(=O)c2ccc(=O)[nH]n2)c1	-8%	-1.4	69	-0.3%[50 µM]
70	CCc1ccc([C@@H]2CC=C(C(=O)O)[C@H](c3cccc(Cl)c3)N2S(=O)(=O)c2ccc(C)cc2)cc1	7%	10	86	-5.5%
71	O=C(/C=C/c1ccccc1)NCCS(=O)(=O)N1CCN(c2ccccc2)CC1	2%	0.7	43	0.5%[50 µM]
72	CCOc1cc(C=NNC(=O)c2cccc(S(=O)(=O)N3CCCC3)c2)ccc1O	32µM*	0.9	69	0.4%[50 µM]
73	O=C(Nc1ccccc1OC(F)F)c1ccc(S(=O)(=O)N2CCCC2)cc1	7%	3.9	39	0.4%[50 µM]
74	CC(CC(=O)N1CCN(S(=O)(=O)c2ccc([N+](=O)[O-])cc2)CC1)c1ccccc1 (stereo not given)	-8%	-0.6	61	0.6%[50 µM]
75	COc1ccccc1CC(=O)Nc1ccc2c(c1)OC1(CCCC1)O2	2%	-1.7	47	0.1%
76	Cc1ccnc(NS(=O)(=O)c2ccc(NC(=O)CN3C(=O)c4ccccc4S3(=O)=O)cc2)n1	15%	-1.3	49	1.4%[50 µM]
77	O=C(N[C@H]1/C=C\[C@@H](O)CCCC1)OCc1ccccc1	2%	-0.3	65	0.1%
78	CS(=O)(=O)N1CCC(NC(=O)Nc2ccc(OC(F)(F)F)cc2)CC1	0%	0.8	45	-0.1%
79	CSc1cccc(N2CC(C(=O)NCCN3C(=O)S/C(=C\c4cccnc4)C3=O)CC2=O)c1 (stereo not given)	2%	-0.5	56	0.6%[50 µM]
80	CN(CC(=O)Nc1cccc(F)c1)C(=O)c1ccc(-n2cncn2)c([N+](=O)[O-])c1	5%	-0.1	80	-1.2%
81	Cc1ccc(C(=O)NCC(=O)N2CCCCCCC2)cc1	6%	-2.0	97	0.5%[50 µM]
82	Cc1cc(C)cc(OCC(=O)NNC(=O)c2ccccn2)c1	4%	5.0	52	0.2%
83	Cc1cccc(NC(=O)CCc2nc3sc4c(c3c(=O)[nH]2)CCCC4)n1	9%	1.0	65	0.5%[50 µM]

# Random excerpt: 3 compounds from above.
entry	canonical_smiles	MgcRacGAP inhibition	NTR1 ag	NTR1 ag cell count 20 µM	UTI89 phage lysis
65	CN(c1ccccc1)S(=O)(=O)c1cccc(C(=O)NCC(=O)Nc2ccc(F)c(F)c2F)c1	3%	-0.4	60	0.3%[50 µM]
79	CSc1cccc(N2CC(C(=O)NCCN3C(=O)S/C(=C\c4cccnc4)C3=O)CC2=O)c1 (stereo not given)	2%	-0.5	56	0.6%[50 µM]
66	N#Cc1ccc(C(=O)NC(=S)N2CCOCC2)cc1	6%	0.4	63	-0.1%
